HEK293 NFkB inh: lowers PMA/ionomycin-induced NF-kB signal in HEK293 cells. HEK-293 NF-kB luciferase reporter, luminescence. inhibition, % at 3 µM. 62,000 compounds, 0.21% hits;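 active = inhibition above the mean of all tested compounds plus 3 SD, cut at about 40% in these data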;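 also: 0% = stimulated DMSO wells and 100% = 10 µM reference inhibitor 5653914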
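System: NF-kB luciferase reporter HEK-293 cells | Replication: Single test | Control set: DMSO vs reference inhibitor | Evaluation: % inhibition | Schedule: 1 h pretreatment, 16 h stimulation, 37 °C | Probe or stimulus: PMA with ionomycin | Compound dosing: One dose, 3 µM | Detection: Luciferase luminescence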
Jurkat viability: reduces viability or proliferation of Jurkat cells | Jurkat E6.1 viability, ATP luminescence, 48 h | inhibition, % at 4 µM | 56,000 compounds, 1.2% hits | AID 463;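 active = inhibition above the mean inhibition of all tested compounds plus 3 SD, cut at about 28% in these data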
NADH enzymes: inhibitors of enzymes used to reach an NAD/NADH endpoint; IC50, µM (top dose mostly 10 µM), for inactives: top-dose inhibition; 65,000 compounds, 0.02% hits; coupled PK/LDH NADH assays, four targets; AID 774;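 active = single-dose screening hits from any of four coupled enzyme assays that gave an IC50 when retested across doses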;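 also: the DPM-DC format reads NADH fluorescence rather than 340 nm absorbance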
tolC growth inh: E. coli tolC mutant growth inhibition; 65,000 compounds, 2.2% hits; E. coli BW25113 tolC mutant growth, OD615; growth inhibition, % at 10 µM (by protocol); AID 573;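 active = growth inhibition at or above a cutoff equal to the mean over every tested compound plus 3 SD, cut at about 60% in these data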;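 also: growth measured after 20 h incubation at 37 °C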
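Test system: tolC-deleted E. coli BW25113; medium: LB with kanamycin 50 µg/mL; compound: single-point testing at 10 µM; incubation: 20 h compound exposure of bacteria at 37 °C; signal: OD at 615 nm; evaluation: growth inhibition in percent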
D1 allo mod: allosterically modulates the human D1 dopamine receptor. HEK293 D1, CRE-luciferase, dopamine EC30 potentiation; actives deviate in either direction. B-score at 10 µM. 58,000 compounds, 5.9% hits. AID 641;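 active = luminescence count or its row- and column-corrected plate score outside the 99.7% band of the plate's sample wells, on either side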
M1 agonist: activates the M1 muscarinic receptor. CHO-M1 cells, Fluo-4 calcium fluorescence, agonist mode; active compounds read high. B-score at 10 µM. 64,000 compounds, 3% hits. AID 626;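 active = fluorescence rise, raw or as B-score row- and column-corrected plate score, outside the 99.7% band of its plate's samples, either direction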
SF1 activator: SF-1 (human) activation; CHO-K1 Gal4-SF-1 LBD luciferase reporter; % increase over DMSO SF-1-specific signal; AID 522; 65,000 compounds, 1.9% hits; Q13285; activation, % at 10 µM;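 active = activation above the mean activation of all tested compounds plus 3 SD, cut at about 50% in these data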
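Compound – one dose, 10 µM compound, 1% DMSO · Test system – transient Gal4-SF-1 LBD reporter, CHO-K1 · Input – 4,000 cells in each well · Read-out basis – percent activation relative to DMSO median and mock-transfected background · Replicates – single measurement per compound · Technique – steady-glow luciferase luminescence, read after 15 min reagent incubation · Timing – 20 h compound treatment, 37 °C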
M1 antagonist: blocks the rat M1 muscarinic receptor response to acetylcholine | 64,000 compounds, 3.4% hits | CHO-M1 cells, Fluo-4 calcium, ACh EC80 antagonist mode; active compounds read low | B-score at 10 µM;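 active = calcium fluorescence response, raw or row-and-column corrected B-score, differing from the plate sample mean either way at a set confidence level, mostly lower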
TNAP act DEA: activates human TNAP at intermediate phosphate acceptor concentration; purified TNAP, CDP-star luminescence, 100 mM DEA, 30 min; active compounds read high; scale: 0 levamisole-inhibited, 1 vehicle-only enzyme; P05186; AID 813; activation factor at 20 µM; 64,000 tested, under 10 active;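 active = activation factor of at least 2 at 20 µM, relative to controls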
Target sequence (P05186 whole entry, looked up): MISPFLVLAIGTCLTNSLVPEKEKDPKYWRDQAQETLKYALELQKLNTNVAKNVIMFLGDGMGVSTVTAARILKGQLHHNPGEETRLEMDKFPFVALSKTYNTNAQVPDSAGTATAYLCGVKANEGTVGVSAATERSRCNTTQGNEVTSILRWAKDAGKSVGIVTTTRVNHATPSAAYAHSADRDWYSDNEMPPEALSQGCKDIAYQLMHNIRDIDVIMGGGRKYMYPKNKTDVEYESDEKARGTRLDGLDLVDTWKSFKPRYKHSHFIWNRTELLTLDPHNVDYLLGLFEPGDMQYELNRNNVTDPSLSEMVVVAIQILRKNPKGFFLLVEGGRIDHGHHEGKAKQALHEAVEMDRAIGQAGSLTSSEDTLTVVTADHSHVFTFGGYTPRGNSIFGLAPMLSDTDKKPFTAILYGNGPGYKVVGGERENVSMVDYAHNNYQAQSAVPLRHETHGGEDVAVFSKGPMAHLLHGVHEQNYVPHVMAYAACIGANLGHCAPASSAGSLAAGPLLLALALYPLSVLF
* marks the source's active call; other numbers are inactive results; . = not tested or not shown.

SMILES | HEK293 NFkB inh | Jurkat viability | NADH enzymes | tolC growth inh | D1 allo mod | M1 agonist | SF1 activator | M1 antagonist | TNAP act DEA
CCOC(=O)CCC(NC(=O)c1cncc(O)c1)C(=O)OCC (configuration not stated) | 2.0 | 7.3 | 6.0% | -6.0 | 0.0574 | -0.168 | -2.3 | -0.457 | 0.9
COc1ccc(CCNC(=O)C2CCN(Cc3nc(-c4ccc(Cl)cc4)oc3C)CC2)cc1OC | 9.4 | -3.5 | 5.0% | 3.7 | -2.32 | -0.732 | 7.4 | -0.0839 | 1.1
C=C(c1ccc(OCCO)cc1)c1ccc(OCCO)cc1 | . | . | 0.0% | 7.0 | . | 0.234 | 2.8 | -0.122 | 0.9
CCn1c(CNC(=O)Cc2ccc(OC)cc2)nnc1SCC(=O)Nc1nccs1 | 7.1 | 3.1 | 3.0% | -11.3 | -0.345 | 0.389 | -8.2 | -0.114 | 1
Cc1ccc(C(=O)c2cncc(Br)c2)cc1 | 3.8 | 13.2 | 1.0% | 0.6 | -0.359 | 1.96 | 8.0 | 1.2 | 0.9
CC1(C)C2CCC1(CS(=O)(=O)NCc1ccc(C(=O)O)cc1)C(=O)C2 (configuration not stated) | 7.6 | 5.7 | 3.0% | -6.8 | -0.17 | -1.67 | 9.3 | 0.168 | 1
Cc1ccc2c(C)c(C(=O)Nc3nnc(C)s3)oc2c1 | 5.9 | 4.8 | 9.0% | -7.9 | . | -0.418 | 14.8 | 0.186 | 1
CCn1cc(C(=O)NCCCOC)c2cc(OC)c(OC)cc2c1=O | 24.8 | . | 5.0% | -10.3 | . | 0.241 | 4.9 | 0.158 | 0.9
CCN1C(=O)/C(=C\N2CCCc3ccccc32)SC1=S | 8.7 | -4.9 | 7.0% | . | -0.235 | -0.206 | -18.3 | 1.36 | 0.9
CCCSc1nc2c(cnn2-c2ccc(Cl)cc2)c(=O)[nH]1 | 22.3 | -4.4 | 2.0% | -22.8 | 3.39 | 0.212 | 0.5 | 0.00884 | 0.9
O=C(COc1ccccc1)N1CCN(S(=O)(=O)Cc2ccccc2)CC1 | 17.7 | 10.9 | 2.0% | -5.3 | 1.08 | -0.191 | 3.5 | -0.0865 | 1
O=S(=O)(Nc1nc2ccccc2[nH]1)c1ccc(Cl)cc1 | 15.5 | 3.0 | 2.0% | 18.3 | -0.0783 | 0.165 | -5.6 | -16.4* | 0.9
COc1ccc(C(c2sc3nc(C)nn3c2O)N2CCN(Cc3ccccc3)CC2)cc1OC (configuration not stated) | -5.5 | -5.2 | 2.0% | 5.1 | 0.0017 | -0.229 | 2.6 | 0.467 | 0.9
CCN1CCN(c2nc3c(c(=O)[nH]c(=O)n3C)n2CCCSc2ncccn2)CC1 | 9.5 | -8.1 | 7.0% | -20.2 | -0.431 | -0.837 | -6.3 | 0.507 | 1
COc1nc(OC/C(N)=N/O)nc(N2CCOCC2)n1 | 6.1 | -6.9 | 11.0% | -18.1 | 0.559 | -0.282 | 12.3 | -0.0116 | 0.9
COc1ccc(-n2c(SCC(=O)Nc3nccs3)nc3c(c2=O)SC(C)C3)cc1 (configuration not stated) | 11.9 | 1.4 | 8.0% | 10.9 | . | 0.0173 | -15.8 | 0.818* | 0.9
O=C1CN(C(=O)COC(=O)CCC(=O)c2ccc3c(c2)OCCO3)c2ccccc2N1 | 1.3 | -4.4 | 5.0% | 6.9 | -0.557 | 1.45 | 15.4 | 0.0522 | 1
O=C(CC(c1ccccc1)c1cc(Br)ccc1O)NCc1ccco1 (configuration not stated) | 21.3 | -5.4 | 9.0% | 45.5 | 0.198 | 0.00281 | 4.4 | 0.161 | 0.9
CCC(C)NS(=O)(=O)c1ccc(NS(C)(=O)=O)cc1 (configuration not stated) | 8.3 | -3.2 | 2.0% | -11.5 | -0.392 | -0.0354 | 1.6 | 0.00215 | 1
COc1cc(NC(=O)Nc2ccccc2)c(OC)cc1NC(=O)CN1CCCCC1 | 2.8 | -4.8 | 5.0% | 34.8 | 0.02 | 0.0262 | -2.5 | 0.485 | 1
Cc1cc(C(F)(F)F)nn1-c1nc(-c2ccco2)cc(C(F)(F)F)n1 | 24.1 | 2.7 | 17.0% | -7.2 | 9.17* | . | -17.0 | . | 1
Cc1ccccc1-c1nnc2s/c(=C\c3ccc(N(C)C)cc3)c(=O)n12 | 9.0 | 10.6 | 5.0% | -23.8 | -2.23 | 0.462 | -9.7 | 0.0374 | 0.8
CCCc1nc2oc3c(NCc4ccccn4)ncnc3c2c2c1COC(C)(C)C2 | 17.1 | -1.2 | 9.0% | 14.1 | 16.2* | . | 8.8 | . | 1
Cc1cccc(OCc2nnc(SCC(=O)NCCc3ccccc3)o2)c1 | 0.1 | 3.7 | 3.0% | 8.6 | 0.0472 | -0.00174 | -11.4 | 0.365 | 1
CC(C)c1nnc(NC(=O)c2cccc(-n3cnnn3)c2)s1 | -12.0 | 5.8 | 5.0% | -3.2 | -0.458 | -0.799 | 1.8 | -0.363 | 0.9
C=CCN1C(=O)CC(C(=O)NC)SC1=Nc1ccc(C(=O)OCC)cc1 (configuration not stated) | . | . | 1.0% | 15.9 | -0.0665 | -0.964 | -4.8 | 0.249 | 0.9

Part of the list above, tab-delimited.
SMILES	HEK293 NFkB inh	Jurkat viability	NADH enzymes	tolC growth inh	D1 allo mod	M1 agonist	SF1 activator	M1 antagonist	TNAP act DEA
COc1nc(OC/C(N)=N/O)nc(N2CCOCC2)n1	6.1	-6.9	11.0%	-18.1	0.559	-0.282	12.3	-0.0116	0.9
COc1ccc(-n2c(SCC(=O)Nc3nccs3)nc3c(c2=O)SC(C)C3)cc1 (configuration not stated)	11.9	1.4	8.0%	10.9	.	0.0173	-15.8	0.818*	0.9
O=C1CN(C(=O)COC(=O)CCC(=O)c2ccc3c(c2)OCCO3)c2ccccc2N1	1.3	-4.4	5.0%	6.9	-0.557	1.45	15.4	0.0522	1
O=C(CC(c1ccccc1)c1cc(Br)ccc1O)NCc1ccco1 (configuration not stated)	21.3	-5.4	9.0%	45.5	0.198	0.00281	4.4	0.161	0.9
CCC(C)NS(=O)(=O)c1ccc(NS(C)(=O)=O)cc1 (configuration not stated)	8.3	-3.2	2.0%	-11.5	-0.392	-0.0354	1.6	0.00215	1
COc1cc(NC(=O)Nc2ccccc2)c(OC)cc1NC(=O)CN1CCCCC1	2.8	-4.8	5.0%	34.8	0.02	0.0262	-2.5	0.485	1
Cc1cc(C(F)(F)F)nn1-c1nc(-c2ccco2)cc(C(F)(F)F)n1	24.1	2.7	17.0%	-7.2	9.17*	.	-17.0	.	1
Cc1ccccc1-c1nnc2s/c(=C\c3ccc(N(C)C)cc3)c(=O)n12	9.0	10.6	5.0%	-23.8	-2.23	0.462	-9.7	0.0374	0.8
CCCc1nc2oc3c(NCc4ccccn4)ncnc3c2c2c1COC(C)(C)C2	17.1	-1.2	9.0%	14.1	16.2*	.	8.8	.	1
Cc1cccc(OCc2nnc(SCC(=O)NCCc3ccccc3)o2)c1	0.1	3.7	3.0%	8.6	0.0472	-0.00174	-11.4	0.365	1
CC(C)c1nnc(NC(=O)c2cccc(-n3cnnn3)c2)s1	-12.0	5.8	5.0%	-3.2	-0.458	-0.799	1.8	-0.363	0.9
